IDE cell inh: human IDE inhibitors in live cells, primary screen, fluorescence polarization, HEK cells, FAbetaB substrate; Insulin-degrading enzyme (Homo sapiens), P14735; FAbetaB cleavage; inhibition, % at 5.59 µM; actives 0.41% (n = 320,000); AID 434962, 2010;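 active = percent inhibition above the average of all tested compounds plus 3 SD, set per screening campaign, cut at about 16% in these data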;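 also: IDE supplied by intact live HEK cells; FP after avidin binding of uncleaved biotin substrate so inhibition keeps polarization high; 0% = DMSO wells and 100% = 60 µM reference IDE inhibitor Ii1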
Target sequence (P14735 whole entry, looked up): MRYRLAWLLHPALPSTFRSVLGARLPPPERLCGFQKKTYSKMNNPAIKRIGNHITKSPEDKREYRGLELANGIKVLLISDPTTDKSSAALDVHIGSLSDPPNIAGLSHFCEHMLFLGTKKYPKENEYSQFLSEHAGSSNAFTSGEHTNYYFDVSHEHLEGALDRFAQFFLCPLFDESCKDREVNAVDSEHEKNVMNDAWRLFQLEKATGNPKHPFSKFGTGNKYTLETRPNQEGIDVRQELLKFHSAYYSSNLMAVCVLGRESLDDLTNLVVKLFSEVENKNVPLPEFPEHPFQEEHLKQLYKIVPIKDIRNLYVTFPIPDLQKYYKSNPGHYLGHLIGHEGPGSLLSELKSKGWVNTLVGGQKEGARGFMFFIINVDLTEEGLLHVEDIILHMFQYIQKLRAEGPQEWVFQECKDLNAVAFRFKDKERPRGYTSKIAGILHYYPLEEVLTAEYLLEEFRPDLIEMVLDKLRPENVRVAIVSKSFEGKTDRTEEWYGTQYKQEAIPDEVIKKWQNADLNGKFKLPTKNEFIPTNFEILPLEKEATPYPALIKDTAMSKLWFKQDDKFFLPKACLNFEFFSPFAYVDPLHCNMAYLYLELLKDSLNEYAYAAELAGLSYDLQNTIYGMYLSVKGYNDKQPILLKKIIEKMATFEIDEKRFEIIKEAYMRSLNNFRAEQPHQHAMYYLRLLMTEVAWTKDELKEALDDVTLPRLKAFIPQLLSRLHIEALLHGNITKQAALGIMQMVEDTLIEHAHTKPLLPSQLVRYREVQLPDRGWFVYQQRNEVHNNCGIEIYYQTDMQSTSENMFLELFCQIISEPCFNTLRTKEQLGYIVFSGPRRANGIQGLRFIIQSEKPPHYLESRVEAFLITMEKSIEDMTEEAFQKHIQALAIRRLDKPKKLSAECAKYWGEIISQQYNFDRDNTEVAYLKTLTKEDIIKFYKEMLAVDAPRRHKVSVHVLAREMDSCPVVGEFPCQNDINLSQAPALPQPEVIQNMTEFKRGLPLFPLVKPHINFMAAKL
IDE cell activ: human IDE activators in live cells, primary screen, fluorescence polarization, HEK cells, FAbeta-B substrate; FAbeta-B cleavage; 0% vehicle, 100% cell-free pure enzyme wells; activation, % at 5.96 µM; AID 493087, 2011; actives 0.073% (n = 340,000);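 active = activation above the mean of all tested compounds plus 3 SD, set per screening campaign, cut at about 17% in these data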
Numbers without * were called inactive.

Results follow in this order: IDE cell inh	IDE cell activ
> C#CCOCCOCCOCCNc1nc(N2CCN(C(=O)[C@H]([C@@H](C)O)n3cc(CCCCN)nn3)CC2)nc(N2CCN(C(=O)[C@H]([C@@H](C)CC)n3cc(CCCCN)nn3)CC2)n1
 : -3	0
> Cc1ccc(C2(C)NC(=O)N(CC(=O)Nc3ccc4c(c3)CCC4)C2=O)cc1 (stereo not given)
 : 1	1
> O=C(OCc1nc2ccsc2c(=O)[nH]1)c1ccccc1
 : 5	1
> CC1CCCC(C)N1C(=O)COC(=O)c1c[nH]c2ccccc12 (stereo not given)
 : -5	2
> O=C(COC(=O)/C=C/c1cccc(F)c1)Nc1cccc(S(=O)(=O)NC2=NCCCCC2)c1
 : 4	-3
> CC1CC(C)CN(C(=O)CSc2n[nH]c(N)n2)C1 (stereo not given)
 : 6	3
> CCCn1c(CCl)nc2cc(S(=O)(=O)N3CCOCC3)ccc21
 : 0	1
> O=C(CSC(=S)N1CCCC1)Nc1ccc(Br)cc1Cl
 : -3	2
> C[C@H](NC(=O)c1ccc(C(C)(C)C)cc1)C(=O)N1CCOCC1
 : -4	1
> COc1ccc(OCC(=O)OCC(=O)NCC2CCCCC2)cc1
 : 1	0
> O=C(CSc1nnc2ccc(-c3ccc(Br)cc3)nn12)NCC1CCCO1 (stereo not given)
 : 5	-5
> CCOC(=O)[C@H]1[C@H]2COc3ccc(Br)cc3[C@@H]2N2C(=O)CN(Cc3ccc(Cl)cc3)C(=O)[C@@]12C
 : 2	8
> COc1ccc(N2CCN(C(=O)C3Cc4ccccc4CN3C(=O)c3ccco3)CC2)cc1 (stereo not given)
 : 4	4
> CCN(C(=O)COc1cccc(-n2cnnn2)c1)C1CCS(=O)(=O)C1 (stereo not given)
 : 8	1
> Cc1ccc(C(=O)CCC(=O)OCC(=O)NNC(=O)c2ccc([N+](=O)[O-])cc2)cc1
 : 5	1
> Cc1ccc(NC(=O)CN(C)C(C)C(=O)N2CC(C)CC(C)C2)cc1 (stereo not given)
 : -2	2
> CC(=O)Nc1ccc(NC(=O)C(C)OC(=O)CC2CCCC2)cc1 (stereo not given)
 : -2	3
> C[C@H](CO)N1C[C@H](C)[C@@H](CN(C)C(=O)NC2CCCCC2)Oc2ccc(NS(C)(=O)=O)cc2C1=O
 : 3	5
> CCOc1ccccc1OCC(=O)Nc1c(C)n(C)n(-c2ccccc2)c1=O
 : 4	1
> O=C(CCNC(=O)c1ccc(Br)cc1)NCC(c1ccco1)N1CCCCC1 (stereo not given)
 : 4	4
> CCCCn1c(N)c(N(CC(C)C)C(=O)c2ccc(C)c(S(=O)(=O)N3CCCCC3)c2)c(=O)[nH]c1=O
 : 2	0
> COc1ccc(NC(=O)CN(C)C(=O)CCCc2nc3ccccc3c(=O)[nH]2)cc1
 : 4	3
> O=C1ON=C(c2ccc(Cl)c([N+](=O)[O-])c2)/C1=C/c1cccc([N+](=O)[O-])c1O
 : -4	-1
> Cc1ccc(C(=O)OCC(=O)NC(=O)c2ccc(C(C)(C)C)cc2)c(O)c1
 : -5	4
> COc1ccc(C(=O)NCC(=O)Nc2cccc(S(=O)(=O)N3CCCC3)c2)cc1
 : -1	1
> CN(C1CCCCC1)S(=O)(=O)c1ccc(SCC(=O)NC(C)(C)C)nc1
 : -4	0
> COc1ccc(-c2cc(C(=O)NCCCN3CCOCC3)c3ccccc3n2)cc1OC
 : 4	1
> CCOc1ccc(S(=O)(=O)NCCC(=O)NCC(c2ccc(F)cc2)N2CCOCC2)cc1 (stereo not given)
 : 1	1
> CC[C@@]1(C(=O)OC)N[C@H](CN(C)C(=O)Nc2ccccc2)[C@@H]2C(=O)N(C)C(=O)[C@@H]21
 : 3	5
> COc1ccc(C(=O)NCCS(=O)(=O)N2CCCC2)cc1
 : 3	-3
> O=C(Nc1ccc(N2CCOCC2)cc1)c1ccc2ncsc2c1
 : 3	7
> CNc1nc(-c2ccc(S(=O)(=O)N3CCCCC3)cc2)cs1
 : -4	-2
> Cc1csc(NC(=O)CSc2nc(=O)n(CCN(C)C)c3c2CCCC3)n1
 : 4	3
> COc1ccc(C(=O)NCC2COc3ccccc3O2)cc1S(=O)(=O)N1CCOCC1 (stereo not given)
 : 0	0
> CCOC(=O)[C@@H]1[C@H]2COc3ccc(Br)cc3[C@@H]2N2C(=O)N(c3cccc(Cl)c3)C(=O)[C@]12C
 : 2	1
> CC(C)(C)[C@H]1COC(=O)CC/C=C\C[C@@H](CC(=O)N(CCO)Cc2ccccc2)C(=O)N1
 : -1	2
> O=C(NN=C(c1ccccc1)c1ccccc1)C(CCl)C1CCCCC1 (stereo not given)
 : 2	4
> O=C(COC(=O)Cn1ccc(=O)[nH]c1=O)Nc1ccc(F)cc1
 : -2	1
> O=C(COC(=O)C1CCN(c2ccc(C(F)(F)F)cn2)CC1)Nc1cc(F)ccc1F
 : 1	0
> CCOC(=O)/C=C/c1ccc2c(c1)S(=O)(=O)N(Cc1ccc(OC)cc1)[C@H]2CC(=O)OCC
 : 3	5

The closing six records of the section above open the next one.
Results follow in this order: IDE cell inh	IDE cell activ
> CCOC(=O)[C@@H]1[C@H]2COc3ccc(Br)cc3[C@@H]2N2C(=O)N(c3cccc(Cl)c3)C(=O)[C@]12C
 : 2	1
> CC(C)(C)[C@H]1COC(=O)CC/C=C\C[C@@H](CC(=O)N(CCO)Cc2ccccc2)C(=O)N1
 : -1	2
> O=C(NN=C(c1ccccc1)c1ccccc1)C(CCl)C1CCCCC1 (stereo not given)
 : 2	4
> O=C(COC(=O)Cn1ccc(=O)[nH]c1=O)Nc1ccc(F)cc1
 : -2	1
> O=C(COC(=O)C1CCN(c2ccc(C(F)(F)F)cn2)CC1)Nc1cc(F)ccc1F
 : 1	0
> CCOC(=O)/C=C/c1ccc2c(c1)S(=O)(=O)N(Cc1ccc(OC)cc1)[C@H]2CC(=O)OCC
 : 3	5
> CCCCn1c(N)c(N(C)C(=O)c2cn(-c3ccccc3)nc2-c2ccccc2)c(=O)[nH]c1=O
 : 4	2
> O=C(CCN=C1NS(=O)(=O)c2ccccc21)OCC(=O)c1ccc(F)cc1
 : -3	-1
> CN1CCC(N(C)S(=O)(=O)c2ccc(NC(=O)c3cccc(C#N)c3)cc2)CC1
 : -1	4
> CS(=O)(=O)N1CCCC(C(=O)Nc2ccc(F)c(F)c2)C1 (stereo not given)
 : 2	-4
> COc1ccc(OC)c(NC(=O)CSc2nnc(C3CCCCC3)n2N)c1
 : 4	5
> CCCNC(=O)c1ccccc1NC(=O)COc1cccc2c1OC(C)(C)C2
 : 5	0
> CCc1cc2c(SC(C)C(=O)NC3CCCC3)ncnc2s1 (stereo not given)
 : 9	5
> O=C(COC(=O)c1ccc(Cl)nc1)Nc1nnc(-c2ccccc2)o1
 : 0	0
> COc1ccc(-n2ccnc(SCC(=O)NC3CCCC3)c2=O)cc1OC
 : 8	4
> CN(c1ccccc1)S(=O)(=O)c1cccc(NC(=O)CSc2nccc(=O)[nH]2)c1
 : 4	-3
> CC1CCCCN1C(=O)CSc1nnc2ccccn12 (stereo not given)
 : 0	1
> COc1cccc(NC(=O)CN(C)C(=O)COc2ccccc2Cc2ccccc2)c1
 : -3	2
> CN(C(=O)CSc1nnc(-c2ccc(Cl)cc2)n1C)C1CCS(=O)(=O)C1 (stereo not given)
 : -2	2
> COc1ccccc1NS(=O)(=O)c1cc(NC(=O)CCNC(C)=O)ccc1N1CCCCC1
 : -2	-1
> Cc1nc2ccc(Oc3ccccc3)cc2s1
 : -1	4
> CCS(=O)c1ccccc1C(=O)OCC(=O)N1CCC(c2ccccc2)=N1 (stereo not given)
 : 4	1
> COc1cc([N+](=O)[O-])ccc1NC(=O)COC(=O)c1c[nH]c(=O)[nH]c1=O
 : -3	4
> CC1CC(C)CN(S(=O)(=O)c2ccc(C(=O)NNC(=O)c3ccccc3F)cc2)C1 (stereo not given)
 : 0	3
> CC(C)C[C@H]1CN=C(N(C)C)N1CC(C)C
 : 1	4
> CC(Oc1cccc(Cl)c1)C(=O)Nc1ccc(S(=O)(=O)NC2=NCCCCC2)cc1 (stereo not given)
 : 5	0
> O=C1C=C(c2cccc(Cl)c2O)C[C@@H](c2ccc(Cl)cc2)C1
 : -2	1
> O=C(COC(=O)/C=C/c1ccc([N+](=O)[O-])cc1)Nc1ccc(F)cc1
 : -5	0
> CN(CC(=O)Nc1ccc(F)cc1)C(=O)CSc1nnc(Cc2ccccc2)o1
 : 3	1
> CC(C)(CNC(=O)CNC(=O)c1ccccc1F)N1CCOCC1
 : 1	2
> CC(Sc1nnc(N)s1)C(=O)NNC(=O)c1cccc(Cl)c1 (stereo not given)
 : 8	-5
> O=C(c1cc2ccccc2o1)N1CCN(S(=O)(=O)c2c(F)cccc2F)CC1
 : -3	0
> Cc1ccc(-n2nc(C)c(C(=O)Nc3cccc(C(=O)NC4CC4)c3)n2)c(C)c1
 : 1	-2
> CCOC(=O)c1nn(-c2ccc(F)cc2)c(=O)cc1OCC(=O)Nc1cccc(C)c1
 : 5	6
> O=S(=O)(NCCCCCNS(=O)(=O)c1c(F)cccc1F)c1ccc2c(c1)OCCO2
 : -1	-1
> COc1ccc(Nc2nc(C)cc(-c3cc(-c4ccccc4)on3)n2)cc1
 : 9	5
> CCOc1ccc(S(=O)(=O)NCc2ccccn2)cc1NC(=O)c1ccccc1
 : 0	-1
> CCn1c(SCC(=O)OC)nc2cc(S(=O)(=O)N3CCOCC3)ccc21
 : -3	0
> COc1ccccc1C(=O)NCC(=O)OC(C)C(=O)N1CCOCC1 (stereo not given)
 : 8	0
> COCCCn1c(C)cc(C(=O)CN2c3cccc4cccc(c34)S2(=O)=O)c1C
 : 6	2
> CSCCC(NC(=O)c1ccco1)C(=O)OCC(=O)N(Cc1ccccc1)C(C)(C)C (stereo not given)
 : 1	1
> CCN(CC(=O)Nc1c(F)cccc1F)C(=O)CSc1ccc(F)cc1
 : 0	3
> COc1ccc(C(CNC(=O)c2cc(S(=O)(=O)N3CCN(c4ccccc4)CC3)ccc2Cl)N(C)C)cc1 (stereo not given)
 : -3	4
> Cc1nc(-c2ccccc2)sc1C1(C)CC(c2ccccc2F)=NO1 (stereo not given)
 : 6	-2
> C[C@@H](NC(=O)c1nc[nH]c1C(=O)N[C@H](C)c1ccccc1)c1ccccc1
 : -2	2
> O=C(CSc1nc2ccccc2c(=O)n1-c1ccc(F)cc1)NC1CC1
 : -2	-1
> Cc1cccc(/C=C/C(=O)c2ccc([N+](=O)[O-])o2)c1
 : 3	1
> NC(=O)CCCn1c(C(=O)c2ccc(Cl)cc2)c2ccc(C(F)(F)F)cc2[n+]1[O-]
 : -4	4
> CCN(CC(=O)Nc1c(F)cccc1F)C(=O)/C=C/c1ccc(OCC#N)c(OC)c1
 : -1	4
> O=C(COC(=O)c1c[nH]c2ccccc12)Nc1cccc(F)c1
 : -3	1
> Cn1c(CNC(=O)c2ccco2)nnc1SCC(=O)Nc1ccccc1Cl
 : 2	3
> CCCCCCCC/C=C\CCCCCCCC(=O)NCCO
 : -1	7
> CCCCn1c(N)c(N(CCOC)C(=O)c2ccc3c(c2)C(=O)N(c2ccccc2Cl)C3=O)c(=O)[nH]c1=O
 : 6	5
> COc1ccccc1NC(=O)Nc1nc(CC(=O)N2CCN(c3ccccc3OC)CC2)cs1
 : 5	-2
> Cc1ccccc1OCCC(=O)OCC(=O)Nc1c(F)cccc1F
 : 2	4
> Cc1cccc(NC(=O)CSCC(=O)Nc2ccc(S(=O)(=O)N3CCCC3)cc2)c1
 : 0	1
> O=C(COC(=O)c1cccnc1SC(F)F)NC1CC1
 : 0	3
> CNC(C)C(=O)NC(C(=O)N1CCCC1C(=O)NNc1ccccc1)C(C)C (stereo not given)
 : -2	3
> Cc1c(Cl)cccc1NC(=O)COC(=O)Cc1ccsc1
 : 7	-1
> CCN(C(=O)COC(=O)CNC(=O)c1ccc(C)cc1)c1c(N)n(Cc2ccccc2)c(=O)[nH]c1=O
 : -1	3
> COc1ccc2ccc(=O)oc2c1CC(=O)C(C)C
 : 1	1
> Cc1ccc(NC(=O)c2ccc(S(=O)(=O)N3CCCC3)cc2)nc1
 : -6	1
> O=C(CSc1nc2c(cnn2-c2cccc(Cl)c2)c(=O)[nH]1)NCC1CCCO1 (stereo not given)
 : -4	0
> CC(=O)Nc1ccc(S(=O)(=O)N(C)CC(=O)NCCOc2ccccc2)cc1
 : 4	3
> COc1ccc(CCNC(=O)c2cccc(-n3cnnn3)c2)cc1
 : -2	-2
> CCCNC(=O)C(Cc1ccccc1C)NC(=O)c1ccc(C(F)(F)F)cc1 (stereo not given)
 : -1	0

The listing continues:
Results follow in this order: IDE cell inh	IDE cell activ
> C[C@H]1CN([C@@H](C)CO)C(=O)c2cc(NC(=O)c3ccncc3)ccc2O[C@H]1CN(C)Cc1ccc(C(=O)O)cc1
 : 0	2
> Cc1ccccc1OCC(=O)NNC(=O)c1ccc(-n2cncn2)c([N+](=O)[O-])c1
 : -1	2
> COc1ccc(Cl)cc1NC(=O)CN(C)C(=O)c1ccc2c(c1)CC(c1ccccc1)OC2=O (stereo not given)
 : -3	-1
> COc1ccc(N2CCN(C(=O)COC(=O)/C=C/c3ccc(C(F)(F)F)cc3)CC2)cc1
 : 2	1

Taken from the results shown for reference:
Results follow in this order: IDE cell inh	IDE cell activ
> CCCNC(=O)C(Cc1ccccc1C)NC(=O)c1ccc(C(F)(F)F)cc1 (stereo not given)
 : -1	0
> C[C@H]1CN([C@@H](C)CO)C(=O)c2cc(NC(=O)c3ccncc3)ccc2O[C@H]1CN(C)Cc1ccc(C(=O)O)cc1
 : 0	2
> Cc1ccccc1OCC(=O)NNC(=O)c1ccc(-n2cncn2)c([N+](=O)[O-])c1
 : -1	2

Screening results from PubChem BioAssay.

An excerpt. The share of hits here may be higher or lower than overall.
